Source: PubChem (National Center for Advancing Translational Sciences (NCATS))
EPAC2 ag: activates human EPAC2 exchange factor; Q8WZA2; EPAC2 activation, biochemical qHTS; response scale: 100% = 6.5 mM cAMP response; Potency, µM (series often up to 154 µM), for the others: at the highest dose activation, usual class: activators; 0.079% of 360,000 active; note: potency is the fitted concentration of half-maximal effect; nearly all actives have a fitted effect of over 50% in size
Target sequence (Q8WZA2 whole entry, looked up): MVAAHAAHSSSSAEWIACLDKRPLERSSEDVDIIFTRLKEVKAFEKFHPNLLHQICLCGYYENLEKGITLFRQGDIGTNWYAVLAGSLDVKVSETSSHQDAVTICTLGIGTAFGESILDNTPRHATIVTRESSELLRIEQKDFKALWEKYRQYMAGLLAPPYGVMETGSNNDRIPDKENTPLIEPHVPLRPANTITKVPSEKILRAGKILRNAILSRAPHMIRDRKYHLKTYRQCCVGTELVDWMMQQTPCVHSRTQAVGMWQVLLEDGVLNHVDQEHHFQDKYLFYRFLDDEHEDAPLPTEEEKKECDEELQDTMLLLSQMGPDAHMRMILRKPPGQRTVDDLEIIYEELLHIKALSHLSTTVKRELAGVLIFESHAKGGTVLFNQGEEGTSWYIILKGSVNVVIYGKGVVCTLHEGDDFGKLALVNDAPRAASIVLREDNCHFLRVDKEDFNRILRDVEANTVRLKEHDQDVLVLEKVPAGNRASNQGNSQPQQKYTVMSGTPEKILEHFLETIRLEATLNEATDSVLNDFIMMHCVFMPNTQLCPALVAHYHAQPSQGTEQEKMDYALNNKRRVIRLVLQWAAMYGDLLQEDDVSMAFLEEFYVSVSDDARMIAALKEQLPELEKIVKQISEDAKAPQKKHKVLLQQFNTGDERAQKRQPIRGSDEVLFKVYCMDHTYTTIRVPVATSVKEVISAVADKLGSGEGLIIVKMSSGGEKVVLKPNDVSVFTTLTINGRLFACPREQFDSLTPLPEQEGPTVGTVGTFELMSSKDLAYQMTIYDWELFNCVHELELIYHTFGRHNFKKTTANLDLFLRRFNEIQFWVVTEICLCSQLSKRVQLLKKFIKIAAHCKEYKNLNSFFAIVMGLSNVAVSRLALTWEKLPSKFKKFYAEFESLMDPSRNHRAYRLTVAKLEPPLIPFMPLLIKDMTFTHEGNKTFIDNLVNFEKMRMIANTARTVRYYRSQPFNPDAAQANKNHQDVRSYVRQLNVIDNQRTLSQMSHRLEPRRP
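In this primary screen, activation is scored as increased exchange of BODIPY-GDP from Rap1B by 100 nM EPAC2, with 50 uM GDP as competitor. Signal is normalized to the 6.5 mM cAMP agonist control.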
CCT chaperon mod: modulators of cytosolic chaperonin (CCT/TRiC) activity; purified chaperonin ATPase assay, HTRF ADP detection, 30 min; activity change, % (concentration not given with the values), hits read low; 0.3% of 360,000 active; AID 651819; in the data active = activity change below about -30%; note: % is set by controls: 0 for no effect and ±100 for the full control effect
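ATPase activity: ADP formed was measured by HTRF Transcreener (665/615 nm ratio) after 30 min at 37 deg C with 10 uM ATP. Compounds screened at one 76 uM concentration against 40 or 20 nM TRiC in Tris pH 7.4/KCl/MgCl2/DTT buffer.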
D3 ag: activates the human D3 dopamine receptor. P35462. D3R DiscoveRx beta-arrestin cells, luminescence, 90 min. 0.58% of 410,000 active. max activation, %; in the data active = max activation above about 30%; note: 0% is about no effect; mostly tested at two doses, the higher about 12 µM
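Cells at 1500/well, incubated overnight, then treated with pinned compounds (dopamine as control) for 90 min at 37 degrees C. DiscoveRx reagent added for 30 - 60 minutes at room temperature; luminescence read.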
EPAC2 antagonist: blocks human EPAC2 exchange factor. Q8WZA2. EPAC2 GEF exchange of Rap1B-BODIPY-GDP, fluorescence. Potency, µM (top dose mostly 114 µM), inactives show top-dose activity, negative = inhibition, most hits filed as inhibitors. 0.18% of 360,000 active. AID 720708; note: potency is the fitted concentration of half-maximal effect; % is set by controls: 0 for no effect and ±100 for the full control effect; nearly all actives have a fitted effect of over 45% in size; many of its hits are not listed in these tables
Mm-Cpn inhibitor: inhibitors of Methanococcus maripaludis chaperonin (MmCpn); 0.031% of 330,000 active; Potency, µM (series often up to 76.9 µM), for inactives: at the top dose activity, negative = inhibition, actives largely listed as inhibitors; purified Mm-Cpn ATPase, ADP Transcreener TR-FRET; note: potency is the fitted concentration of half-maximal effect; % is set by controls: 0 for no effect and ±100 for the full control effect; nearly all actives have a fitted effect of over 80% in size
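Eu-cryptate anti-ADP/ADP-d2 competition gives a ratio inversely related to ADP. Enzyme at 25 nM was pre-exposed to compound for 10 min, then given 10 uM ATP for 30 min, 37°C throughout.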
D3 antag: blocks the human D3 dopamine receptor | D3R cells, DiscoveRx beta-arrestin luminescence, antagonist mode; stronger effect = lower value | max response, negative = inhibition, % | 2.5% of 360,000 active; in the data active = max response below about -50%; inconclusive = no clear call, values can overlap the other calls; note: % is set by controls: 0 for no effect and ±100 for the full control effect; mostly tested at two doses, the higher about 12 µM
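Cells plated overnight at 1500 cells/well, then exposed to library compounds with dopamine controls for 90 minutes at 37 degrees C. DiscoveRx reagent added for 30–60 minutes at room temperature; luminescence read, quantitative HTS format.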
PTHR1 ag: activates the human parathyroid hormone receptor PTHR1 | Q03431 | AID 743266 | 0.075% of 410,000 active | Potency, µM (titrated, usually from 115 µM), for the others: at the top dose activation, usual class: activators | HEK293 GP2 PTHR1 cells, GloSensor cAMP luminescence, 1 h; note: potency is the fitted concentration of half-maximal effect; nearly all actives have a fitted effect of over 55% in size; some results filed as inactive show a strong effect at the top dose; inactives centre near -15; many of its hits are not listed in these tables
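HEK-293-derived GP2 cells expressing PTHR1 and a GloSensor cAMP reporter, 3,000/well, plated overnight, given luciferin plus IBMX (each 0.5 mM as added) for 1 h at 37 °C, then compound for 1 h at 37 °C. Luminescence was read after 15 min at room temperature.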
pAkt inh: Akt phosphorylation inhibition; AID 651550; activity change, % for hits at 50 µM; Neuro2A IGF-stimulated pAkt S473 HTRF, 20 min; stronger effect = lower value; 0.32% of 360,000 active; in the data active = activity change below about -80%; inconclusive = mostly about -51% to -80%; note: % is set by controls: 0 for no effect and ±100 for the full control effect
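Neuro2A cells in DMEM with 0.5% FBS, overnight at 37 deg C, given compound at single 50 µM final, then IGF (6 nM final) for 20 min at 37 deg C. Lysed; phospho-Akt Ser473 by HTRF after 24 h, 665/615 ratio.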
* hit, by the source's call; i = inactive; ? = inconclusive; . = not tested or not shown; & = joins results of further samples; [ ] = another dose, or the depositor's remark. Unless noted, calls come from the whole dose curve; as a rule, active = well fitted curve in the direction sought with a large enough effect; inconclusive = small, poorly fitted or top-dose-only effect, or another doubt; inactive = no such curve, though single readings can be large; an effect the other way counts as inactive or inconclusive.

SMILES | EPAC2 ag | CCT chaperon mod | D3 ag | EPAC2 antagonist | Mm-Cpn inhibitor | D3 antag | PTHR1 ag | pAkt inh
Cc1ccc(C(=O)NCC(=O)OCCCn2c(=O)[nH]c3ccccc32)cc1C | 4% | -1.8 | -4 | -11% | . | -23 | -24% | i
CCN(CC)CCN1CCn2c3c(c4cc(C)ccc42)CCCC31 (centres undefined) | 8% | 1.6 | -5 | 2%[57.1 µM] | -5% | -28 | i | i
COc1ccc(Cl)cc1NC(=O)CCCn1c(=O)c2cccn2c2cccnc21 | -2% | -0.1 | -2&-1 | -17% | . | 11 | -54%[inhibitor] | i
NC(=S)c1ccc(OCCCc2ccccc2)cc1 | 2% | 0.6 | -14 | 3% | . | -26 | -13% | i
CCc1nc(CN2CCCC(C(=O)Nc3ccc(-c4cccc(OC)c4)cc3)C2)c(C)[nH]1 (centres undefined) | 17% | 0.5 | 0 | 8% | . | -2 | i | i
CCOC(=O)N1CCN(Cc2nc3cc(NC(=O)CC)ccc3n2C)CC1 | 7% | 0.6 | 11 | 13% | -2% | 16 | i | i
CCOc1ccc(C(=O)CCC(=O)N2CCC(C(=O)OC)CC2)cc1 | 11% | 2.1 | 1 | -3% | 1% | 7 | -7% | i
O=C(CSc1nnnn1-c1ccc(F)cc1)NNC(=O)c1ccco1 | 6% | 0.4 | 10 | 11% | -5% | 6 | ? | i
Cc1ccc(C(=O)NC2CCN(C(=O)Nc3ccccc3)CC2)cc1 | 4% | -1.4 | -9 | -18% | -3% | 5 | -3% | i
COc1cc(/C=C/C(=O)O)cc(OC)c1OC | 1% | 1.1 | 6 | -14% | -2% | 10 | 14% | i
Cc1ccc(CS/C(Nc2ccccc2C)=C(\C#N)C(=O)NCc2ccco2)c(C)c1 | -2% | -1.2 | -5 | -8% | 0% | -17 | -2%[57.5 µM] | i
COc1ccc(NC(=O)Nc2cccc3c2O[C@H](CN(C)C(=O)Nc2c(C)noc2C)[C@@H](C)CN([C@H](C)CO)C3=O)cc1 | 5% | -4.1 | -3 | 3% | 2% | 40 | -25% | i
N#Cc1ccc(N=c2ssnc2Cl)cc1 | 5%&5% | -1.5&-1.5 | 4&-2 | 3%&2% | -2%&1% | 4&-27 | -23%&-36% | i
COc1ccc(N(C(=O)Cc2cccs2)C(C(=O)NC2CCCCC2)c2cccn2C)cc1 (centres undefined) | 0% | 0.7 | 2 | 0% | 1% | 15 | i | i
COc1nc(NCc2cccnc2)nc(NC2CCCCC2)n1 | 8% | 0.2 | -1 | -3% | -1% | 20 | i | i
CSCC[C@H](NC(=O)OC(C)(C)C)C(=O)N1CCC(C(=O)N[C@@H](C)C(=O)O)CC1 | -2% | -4.2 | -4 | 1% | 0% | -20 | -4%[57.5 µM] | .
COc1ccc(-n2nnnc2CNC(=O)C2CC(=O)N(c3ccc(F)cc3)C2)cc1 (centres undefined) | 8% | -1.6 | -3 | -10% | . | -15 | -8% | i
Cc1csc(NC(=O)C2CCCN2C(=O)Oc2ccccc2)n1 (centres undefined) | 3% | -1.9 | 2 | 3% | 1% | -24 | -5%[57.5 µM] | i
O=C(N/N=C/c1cccc(O)c1)C(=O)N1CCCCCC1 | 5% | 0.7 | -1 | 0% | -3% | 0 | i | i
COc1cc([N+](=O)[O-])ccc1Nc1nc(C)cc(C)n1 | -10% | -18 | -5 | 15% | -1% | -6 | -22% | i
Cc1ccccc1Nc1nc(N)c2ccccc2n1 | 5% | 0.0 | 0 | 5% | 1% | -8 | -68%[inhibitor] | i
CCn1c(SCc2cccc(F)c2)nc2c(c1=O)SCC2 | 11% | -2.1 | 6 | -27% | 0% | 5 | -11% | i
O=C(CNC(=O)OCc1ccccc1)Oc1cc2oc(=O)cc(-c3ccccc3)c2cc1Cl | 9% | 2.3 | -7 | -2% | 3%[15.4 µM] | ? | i | i
CC1(C)OC(=O)N(c2ccccc2)C12C=Cc1cc(Br)ccc1O2 (centres undefined) | 23% | -1.7 | -4 | -1% | -5% | -14 | -12%[57.5 µM] | i
Cc1ccc(NS(=O)(=O)c2ccc3c(c2)CC(=O)N3)cc1C | 5% | -0.9 | -3 | -9% | -5% | 18 | -8% | i
NC(=O)c1ncc(C(F)(F)F)cc1Oc1cccc(C(F)(F)F)c1 | 7% | 2.2 | 13 | 5% | 1% | 5 | i | i
COc1cc(OC)c(N(C)S(=O)(=O)c2cccc(C(=O)Nc3nnc(C4CC4)s3)c2)cc1Cl | 2% | -0.5 | -1 | 0% | -9% | 2 | i | i
COC(=O)/C=C1\S/C(=N/NC(=O)c2ccc(OC)cc2)NC1=O | -4% | -0.7 | -3 | -3% | -4% | 11 | -5% | i
CCOC(=O)Cn1c(=NC(=O)CC)sc2c(C)cc(C)cc21 | -7% | 1.4 | 12 | -1% | 0% | 2 | i | i
OCC1(CCCc2ccccc2)CCN(C2CCSCC2)CC1 | -2% | -2.6 | -10 | -1% | -3% | -16 | i | i
Cc1cc2oc(C(=O)N(Cc3ccccc3)c3ccccn3)cc(=O)c2cc1Cl | 8% | 1.3 | -16 | -11% | -1% | -9 | -4% | i
O=C(CC1NC2CCCCC2NC1=O)Nc1ccc2c(c1)OCO2 (centres undefined) | -6% | -1.0 | 1 | 15% | 0% | 22 | -13%[57.5 µM] | i
CC(C)NC(=O)N[C@H]1C=C[C@H](CC(=O)NCc2ccc(Oc3ccccc3)cc2)O[C@@H]1CO | -4% | . | -13 | 5% | . | -18 | -35%[inhibitor] | i
COc1ccc(OCc2n[nH]c(=S)n2Cc2ccco2)cc1 | 2% | -0.2 | -7 | -21% | 1% | ? | i | i
Cc1ccc(C2(C)NC(=O)N(CC(=O)Nc3c(C)n(C)n(-c4ccccc4)c3=O)C2=O)cc1 (centres undefined) | 2% | -0.6 | 4 | 13% | 4% | 9 | i | i
[O-][N+]1=c2ccc(Nc3ccccc3)cc2=NC12CCCCC2 | -5% | -4.0 | -3 | -4% | -18% | ? | -25% | i
O=C(O)CC(CC(=O)Nc1ccc(Oc2ccccc2)cc1)c1ccccc1 (centres undefined) | 6% | -0.1 | 2 | 2% | -26% | 6 | -3% | i
CC(=O)c1cccc(N2Cc3ccccc3C2=NC(=O)CCl)c1 | 15% | -3.8 | 6 | -9% | 0% | 4 | -27% | i
CCOC(=O)NN1C(=O)c2ccccc2NC1c1ccccc1O (centres undefined) | -2% | -2.6 | -3 | 2% | 0% | -14 | -25% | i
Cc1cc(C)nc(SCc2cc(=O)c(OC(=O)c3cccc([N+](=O)[O-])c3)co2)n1 | 19% | 0.6 | 111* | 8% | 1% | 68 | -7% | i
O=C(NCC(=O)N(c1ccc2c(c1)OCCO2)C(C(=O)NC1CCCC1)c1ccco1)c1ccco1 (centres undefined) | -2% | -0.4 | 0 | 26% | 0% | -22 | i | i
COc1ccc(S(=O)(=O)NCCCN2CCCC2=O)c(OC)c1 | 12% | 1.2 | -12 | 11% | -3% | -2 | i | i
COc1cc2c(cc1OC)C(c1cccc([N+](=O)[O-])c1)=NCC2 | 2% | -4.7 | 6 | -2% | 0% | 8 | i | i
O=C(c1ccco1)N1CCN(C(=O)c2cc(-c3ccccc3)nc3ccccc23)CC1 | 3% | -2.5 | 2 | -7% | -4% | -17 | 21% | i
CC(=O)Nc1ccc(S(=O)(=O)N2CCC(C(=O)NCCC(=O)NCc3ccncc3)CC2)cc1 | 13% | -4.1 | 3 | -3% | 0% | 2 | i | i
COc1ccc(CCNC(=O)CSc2nnc(-c3ccc(F)cc3)o2)cc1OC | 3% | 0.4 | -23 | 5% | 0% | -17 | -18%[57.5 µM] | i
COc1ccc(CN(C)Cc2c(O)ccc3cc(Br)ccc23)cc1OC | 10% | 1.3 | -5 | -25% | 0% | -12 | -60%[inhibitor] | i
COc1ccc(-n2c(SCC(N)=O)nc3sc4c(c3c2=O)CCN(C)C4)cc1 | 5% | 0.5 | 4 | 9% | 0% | 0 | i | i
O=C(CSc1nnc(COc2ccccc2)o1)N1CCOCC1 | -1% | -0.6 | -4 | 0% | 4% | 15 | ? | i
Cc1ccc(C(=O)N(c2ccccn2)C(C)c2ccco2)cc1C (centres undefined) | 5% | -2.4 | 3 | 13% | 0% | 21 | -9% | i
Cc1nc2scc(C)n2c(=O)c1S(=O)(=O)NCCc1ccccc1 | -3% | 0.2 | 3&-15 | 0% | -1% | 12 | -25% | i
COc1ccc(CCNC(=O)CCCn2c(=O)c3cccn3c3cccnc32)c(OC)c1 | 2% | 1.1 | 0 | 4% | -1% | -12 | -13% | i
Cc1ccc2cc(CCNC(=O)Cc3cccs3)c(=O)[nH]c2c1 | 7% | 1.5 | 0 | 11% | 1% | -7 | -5% | i

Quoted from the entries so far (8 entries):
SMILES | EPAC2 ag | CCT chaperon mod | D3 ag | EPAC2 antagonist | Mm-Cpn inhibitor | D3 antag | PTHR1 ag | pAkt inh
NC(=O)c1ncc(C(F)(F)F)cc1Oc1cccc(C(F)(F)F)c1 | 7% | 2.2 | 13 | 5% | 1% | 5 | i | i
COc1cc(OC)c(N(C)S(=O)(=O)c2cccc(C(=O)Nc3nnc(C4CC4)s3)c2)cc1Cl | 2% | -0.5 | -1 | 0% | -9% | 2 | i | i
COC(=O)/C=C1\S/C(=N/NC(=O)c2ccc(OC)cc2)NC1=O | -4% | -0.7 | -3 | -3% | -4% | 11 | -5% | i
CCOC(=O)Cn1c(=NC(=O)CC)sc2c(C)cc(C)cc21 | -7% | 1.4 | 12 | -1% | 0% | 2 | i | i
OCC1(CCCc2ccccc2)CCN(C2CCSCC2)CC1 | -2% | -2.6 | -10 | -1% | -3% | -16 | i | i
Cc1cc2oc(C(=O)N(Cc3ccccc3)c3ccccn3)cc(=O)c2cc1Cl | 8% | 1.3 | -16 | -11% | -1% | -9 | -4% | i
O=C(CC1NC2CCCCC2NC1=O)Nc1ccc2c(c1)OCO2 (centres undefined) | -6% | -1.0 | 1 | 15% | 0% | 22 | -13%[57.5 µM] | i
CC(C)NC(=O)N[C@H]1C=C[C@H](CC(=O)NCc2ccc(Oc3ccccc3)cc2)O[C@@H]1CO | -4% | . | -13 | 5% | . | -18 | -35%[inhibitor] | i

An excerpt; the hit share may differ from the screen's.
